DENV2 CPE – inhibitors of DENV2 cytopathic effect; DENV2-infected cells, cytopathic effect rescue, plate reader; CPE inhibition, % at 9.99 µM; hit rate 1.7% among 350,000; in the data active = CPE inhibition above about 20%, passing the limit was not always enough; inconclusive = no clear call, values can overlap the other calls; tested in BHK-21 cells;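 also: 0% = median of neutral control wells and 100% = median of positive control wells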
SIRT5 inh – sirtuin-5 (human) deacylase inhibition | Q9NXA8 | Purified SirT5, succinyl-peptide AMC, trypsin-coupled fluorescence | inhibition, % at 15 µM | hit rate 1.1% among 330,000 | AID 652115; in the data active = inhibition above about 15%; inconclusive = no clear call, values can overlap the other calls
Target sequence (Q9NXA8 whole entry, looked up): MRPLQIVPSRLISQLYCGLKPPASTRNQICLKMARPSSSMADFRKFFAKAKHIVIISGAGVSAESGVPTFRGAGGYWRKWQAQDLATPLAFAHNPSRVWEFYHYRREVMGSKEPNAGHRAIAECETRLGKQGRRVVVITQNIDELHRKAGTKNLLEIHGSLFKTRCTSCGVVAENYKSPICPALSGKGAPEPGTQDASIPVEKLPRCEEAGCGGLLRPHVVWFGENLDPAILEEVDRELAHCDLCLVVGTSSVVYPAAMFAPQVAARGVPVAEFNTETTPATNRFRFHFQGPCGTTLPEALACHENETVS
PglD inh – PglD (C. jejuni) enzyme inhibition; inhibition, % at 12.5 µM; purified PglD enzyme, DTNB colorimetric CoA detection; hit rate 0.098% among 360,000; in the data active = inhibition above about 16%, passing the limit was not always enough; inconclusive = no clear call, values can overlap the other calls; also: strong numbers were not always called active
Statin myotox sup – protects C2C12 myotubes from simvastatin toxicity | ATP luminescence, 48 h; scaled: DMSO 0, geranylgeraniol control 100 | AID 602340 | rescue of ATP level, % at 7.49 µM | hit rate 0.78% among 330,000;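 active = mean ATP rescue above about 67%, or every replicate alone reaching that limit, limit read from the data, passing the limit was not always enough; inconclusive = no clear call, values can overlap the other calls; inactive = mean under the limit and some replicate under it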;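 also: myotubes were challenged with 10 µM simvastatin during compound exposure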
S100A4 MyoIIA – S100A4-myosin IIA interaction inhibition. AID 652163. S100A4/TAMRA-MyoIIA peptide fluorescence polarization. P26447. inhibition, % at 10.7 µM. hit rate 0.14% among 360,000;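 active = mean inhibition of at least 70% across replicates, with every replicate also reaching that level; inconclusive = mean inhibition reaches 70% but some replicates fall short; inactive = mean inhibition below 70%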
Target sequence (P26447 whole entry, looked up): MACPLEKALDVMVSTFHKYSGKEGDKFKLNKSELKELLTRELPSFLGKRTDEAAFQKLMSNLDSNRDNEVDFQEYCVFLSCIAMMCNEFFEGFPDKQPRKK
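Material: human S100A4 monomer with TAMRA-labelled myosin IIA peptide; buffer or medium: HEPES pH 7.2 with CaCl2, KCl, NaCl, DTT, Triton; compound dosing: one concentration per compound; schedule: 5 min incubation before reading; benchmarks: neutral control DMSO, positive control TFP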
E-selectin induc – induces E-selectin expression in human endothelial cells. activation, % at 7.58 µM. hit rate 0.37% among 260,000. HUVEC E-selectin immunofluorescence imaging; normalized: neutral wells 0, TNF-alpha wells 100. P16581;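 active = mean E-selectin-positive cell signal at least 10% of the positive control, reached in at least 60% of replicates, without over 20% cell loss; inconclusive = no rule given, readout overlaps actives, possibly toxicity-flagged; inactive = the rest, including those meeting only one limit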;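 also: in these data hits start at about 27%; measured in HUVEC primary endothelial cells; signal is the percent of cells scored E-selectin positive by PE staining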
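Test system – human umbilical vein endothelial cells (HUVEC), E-selectin induction · Input – 3,000 HUVEC seeded per well · Buffer or medium – EGM-2, gelatin · Compound dosing – single-point compound dose · Detection – immunofluorescence imaging · Measure – percent E-selectin-positive cells · Controls – TNF-alpha high, DMSO low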
ERp5 inh – inhibitors of human ERp5; ERp5 insulin aggregation, absorbance 650 nm, 90 min; inhibition, % at 9.99 µM; hit rate 0.05% among 350,000; AID 651711;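 active = mean replicate inhibition above about 25%, with every replicate also reaching it, limit read from the data, passing the limit was not always enough; inconclusive = only one of those two criteria met; inactive = neither criterion met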
Target sequence (Q15084 whole entry, looked up): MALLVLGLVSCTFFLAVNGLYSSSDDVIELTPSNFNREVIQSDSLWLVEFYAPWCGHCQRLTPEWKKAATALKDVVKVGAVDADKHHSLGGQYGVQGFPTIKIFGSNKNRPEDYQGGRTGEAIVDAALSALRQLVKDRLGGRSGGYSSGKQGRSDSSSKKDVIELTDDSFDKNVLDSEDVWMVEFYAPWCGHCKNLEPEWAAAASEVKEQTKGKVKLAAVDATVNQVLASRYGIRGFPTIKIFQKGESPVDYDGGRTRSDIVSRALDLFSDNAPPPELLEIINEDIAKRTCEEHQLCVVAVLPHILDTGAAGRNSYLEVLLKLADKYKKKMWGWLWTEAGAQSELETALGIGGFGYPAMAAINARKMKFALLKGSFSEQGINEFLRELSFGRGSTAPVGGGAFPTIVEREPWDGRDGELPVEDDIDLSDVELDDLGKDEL
Starred values were filed as active, the others as inactive; u = inconclusive; x = no result given; & = joins results of further samples. Not all compounds are listed. The share of hits here may be higher or lower than overall.

SMILES	DENV2 CPE	SIRT5 inh	PglD inh	Statin myotox sup	S100A4 MyoIIA	E-selectin induc	ERp5 inh
COc1cc(/C=N/Nc2ccc(S(N)(=O)=O)cc2)cc(OC)c1OC	-3	7	x	x	-1	x	-1
CC1=C(C(=O)Nc2cccc(C(=O)NC(C)c3ccccc3)c2)SCCO1 (configuration not stated)	-5	-1	3	-38	0	0.7	-3
C/C=C/c1ccc([C@H]2[C@@H](CO)N3C(=O)CN(Cc4ccc(F)cc4)C[C@H]23)cc1	17	-1	x	x	-1	0.0	7
CCN(C(=O)COC(=O)CCOc1ccccc1C)c1c(N)n(Cc2ccccc2)c(=O)[nH]c1=O	6	-5	-5	16	-7	-0.4	4
CCOc1ccc(S(=O)(=O)N2CCN(c3ncccn3)CC2)cc1	-5	-1	-2	15	4	-0.3	2
CCOc1ccccc1OCCCC(=O)N(CC)CC(=O)Nc1c(F)cccc1F	19	1	-1	-10	-3	0.2	-1
CC(=O)c1ccc(NC(=O)COC(=O)CCC(=O)c2cccs2)cc1	x	3	-7	x	2	x	3
O=C(Cn1cnc2ccccc2c1=O)Nc1nnc(SCc2ccccc2)s1	8	2	4	-22	-5	x	5
CC(C)(C)c1ccc(C(=O)OCC(=O)Nc2cccc(S(=O)(=O)NC3=NCCC3)c2)cc1	2	x	4	1	0	-0.5	2
C[C@H](CO)N1C[C@H](C)[C@@H](CN(C)C(=O)Nc2ccc3c(c2)OCO3)OCc2cnnn2CCCC1=O	u	2&-1	0&3	5&-8	11&-5	0.0	2&-2
Cc1cccc(C(=O)NCC(=O)OCc2nc(N)nc(Nc3ccccc3C)n2)c1	2	-1	1	5	-1	-0.3	2
COc1ccc(CN2CCN(CCC(C)C)C(CCO)C2)cc1Cn1cccn1 (configuration not stated)	12	-4	x	x	-6	x	-3
O=C(Nc1ccon1)Nc1ccc(Cl)cc1Cl	u	-2	-7	x	-1	x	9
C=CC[C@@H](CC(=O)N[C@@H](CO)Cc1ccccc1)C(=O)N[C@@H](COC(=O)[C@@H](CC=C)Cc1ccc(F)cc1)Cc1ccccc1	2	0	-1	4	0	0.2	2
COCCCN(C(=O)CSCc1ccc(C)cc1)c1c(N)n(Cc2ccccc2)c(=O)[nH]c1=O	-3	-3	-7	-2	-4	x	-1
O=C(O)/C=C/C(=O)Nc1cccc2cccnc12	-5	3	-5	13	10	-0.1	2
O=C(OCC(=O)N1CCc2ccccc2C1)c1c(F)cccc1Cl	1	-5	-3	-2	1	13	-11
CC(C)C[C@H](NC(=O)c1ccccn1)C(=O)N1CCC[C@H]1C(=O)NCc1ccccc1	9	0	x	x	-13	0.3	3
C[C@H]1CN([C@@H](C)CO)C(=O)c2cccc(NS(=O)(=O)c3ccc(Cl)cc3)c2O[C@@H]1CN(C)C(=O)Nc1ccc(C(F)(F)F)cc1	5	10	1	-84	-28	0.3	-6
O=C(CNC(=O)N1CC(=O)Nc2ccccc21)NCc1ccc(F)cc1	113*	-1	-4	1	1	4.0	1

Structures above shown as hits in DENV2 CPE.
molecule,DENV2 CPE,SIRT5 inh,PglD inh,S100A4 MyoIIA,ERp5 inh
O=C(CNC(=O)N1CC(=O)Nc2ccccc21)NCc1ccc(F)cc1,113*,-1,-4,1,1

5 compounds already listed, arranged by the number in DENV2 CPE, high to low:
| Compound | DENV2 CPE | SIRT5 inh | PglD inh | S100A4 MyoIIA | ERp5 inh |
| --- | --- | --- | --- | --- | --- |
| C/C=C/c1ccc([C@H]2[C@@H](CO)N3C(=O)CN(Cc4ccc(F)cc4)C[C@H]23)cc1 | 17 | -1 | x | -1 | 7 |
| COc1ccc(CN2CCN(CCC(C)C)C(CCO)C2)cc1Cn1cccn1 (configuration not stated) | 12 | -4 | x | -6 | -3 |
| O=C(Cn1cnc2ccccc2c1=O)Nc1nnc(SCc2ccccc2)s1 | 8 | 2 | 4 | -5 | 5 |
| Cc1cccc(C(=O)NCC(=O)OCc2nc(N)nc(Nc3ccccc3C)n2)c1 | 2 | -1 | 1 | -1 | 2 |
| CCOc1ccc(S(=O)(=O)N2CCN(c3ncccn3)CC2)cc1 | -5 | -1 | -2 | 4 | 2 |

Carrying on.
SMILES	DENV2 CPE	SIRT5 inh	PglD inh	Statin myotox sup	S100A4 MyoIIA	E-selectin induc	ERp5 inh
COc1ccc(Cc2nnc(NC(=O)c3ccc(OC)c(OC)c3)s2)cc1	2	2	-8	4	-6	x	1
CCOC(=O)C1CCN(c2c(NC3CCCc4ccccc43)c(=O)c2=O)CC1 (configuration not stated)	1	3	4	-4	-7	-0.2	-1
CCc1cc(=O)oc2cc(C)cc(OCC(=O)NCCCn3ccnc3)c12	5	-12	-3	2	-2	x	7
C[C@H](CO)N1C[C@H](C)[C@@H](CN(C)C(=O)Nc2cccc3ccccc23)OCCCC[C@H](C)Oc2ccc(NS(=O)(=O)c3ccccc3)cc2C1=O	u	0	0	x	10	x	1
O=C(Cn1nnc2ccccc2c1=O)Nc1cccc(S(=O)(=O)N2CCOCC2)c1	-9	-5	x	x	5	-0.6	5
CO[C@@H]1CN(C)C(=O)c2cc(NC(=O)CC(F)(F)F)ccc2OC[C@H](C)N(C(=O)c2ccccc2F)C[C@@H]1C	-4	-1	x	x	-15	0.4	-1
COCCNC(=O)c1c[nH]c2ccc(S(=O)(=O)N3CCc4ccccc43)cc2c1=O	2	2	x	x	-12	x	1
CC1CC(C#N)N(N(C)C)C1=C(C#N)C#N (configuration not stated)	-3	-2	x	x	0	x	-2
Fc1ccccc1Cc1noc(CN2CCN(c3ccc(Cl)cn3)CC2)n1	-4	-2	0	-1	-28	1.6	1
COCCNC(=S)N/N=C(\C)c1cccc(OC)c1	-4	1	1	-8	5	5.6	-7
COc1ccc(C)cc1NC(=O)CCCN1C(=O)C(c2ccccc2)Oc2cccnc21 (configuration not stated)	20	-2	x	-6	0	1.3	3
NC(=O)c1nsc(C(=O)N(c2ccccc2)C(C(=O)NC2CCCC2)c2ccc3ncccc3c2)c1N (configuration not stated)	39*	7	0	1	-3	2.0	3
CNC[C@@H]1Oc2ccc(NS(=O)(=O)c3c(C)noc3C)cc2C(=O)N([C@H](C)CO)C[C@@H]1C	9	-1	0	26	3	-0.1	-2
O=C(O)c1cccc(S(=O)(=O)Nc2ccc([N+](=O)[O-])cc2O)c1	-1	2	-2	-4	1	0.1	-1
C[C@H]1CN([C@@H](C)CO)C(=O)c2cc(NC(=O)Nc3ccccc3)ccc2O[C@H]1CN(C)S(=O)(=O)c1cn(C)cn1	-5	0	0	x	10	0.1	5
C[C@@H](NC(=O)C[C@@H]1CC[C@H]2[C@@H](COC[C@H](O)CN2C)O1)c1ccccc1	u	5	1	-6	2	0.2	0
Cc1[nH]c2ccc(-c3n[nH]c(=S)n3-c3ccc(Br)cc3)cc2c1C	-2	1	x	x	3	2.6	1
Cc1nc(Cl)sc1C(=O)Nc1cc(F)cc(F)c1	5	3	2	1	0	-0.1	2
COc1ccc(CN(C)C[C@H]2Oc3ccc(NS(=O)(=O)c4ccc(OC)cc4)cc3C(=O)N([C@@H](C)CO)C[C@@H]2C)cc1	-2	10	-4	2	3	0.0	3
CCCCN(C)CCNC(=O)CCn1nc(-c2ccc(C)cc2)ccc1=O	-5	-3	-4	-4	0	0.3	-3
CC(=O)OCC1=C(C(=O)O)N2C(=O)C(NC(=O)c3ccc(COc4c(C)cccc4Cl)o3)C2SC1 (configuration not stated)	-1	-2	7	-1	-2	0.7	15
Cc1cccc(C(=O)NC(C(=O)Nc2ccc(S(=O)(=O)Nc3nccs3)cc2)C(C)C)c1 (configuration not stated)	-6	1	2	-5	-4	0.2	3
COc1ccc(NC2CCCN(C(=O)Cn3ccc(C)n3)C2)cc1OC (configuration not stated)	-2	-1	-5	0	-4	-0.2	13
C[C@H](CO)N1C[C@H](C)[C@@H](CN(C)S(C)(=O)=O)Oc2cc(C3=CCCCC3)ccc2S1(=O)=O	-7	-2	2	-25	-29	-0.2	9
COc1cccc(NC(=O)N2C[C@@H](O)COC[C@@H]3O[C@@H](CC(=O)NCCCN4CCOCC4)CC[C@H]32)c1	3	x	3	11	x	0.0	x
OC[C@@H]1CN(Cc2ccccc2)C[C@H](n2cnc3c(NCc4ccco4)ncnc32)O1	4	-1	-4	0	-15	0.1	5
CO[C@H]1CN(C)C(=O)c2cc(NC(C)=O)ccc2OC[C@@H](C)N(C(=O)C2CCC2)C[C@H]1C	3	-1	0	-9	-8	-0.1	0
COc1ccc(OC)c(/C=N\NC(=O)CC(=O)NCCc2ccccc2)c1	1	-1	x	x	7	-2.0	-1
Cc1ccc(C(=O)NNc2cc(=O)n(C)c(=O)n2C)cc1C	2	-4	1	4	2	x	-8
O=C(NCCCN=C1NS(=O)(=O)c2ccccc21)c1ccco1	-5	0	-1	1	35	x	-5
CC1=C(C(=O)OC(C)C)C(c2cccs2)NC(=O)N1 (configuration not stated)	5	-4	4	0	-8	x	2
CCc1ccc(N2CC(C(=O)OCC(=O)c3c(N)n(CC(C)C)c(=O)n(C)c3=O)CC2=O)cc1 (configuration not stated)	8	2	x	x	-5	0.1	-1
CCOc1ccc(NC(=S)NCCCc2ccccc2)cc1	-1	0	2	6	-4	2.8	6
Cn1cc(C(=O)C(=O)N2CCCCC2)c2ccccc21	0	2	0	13	-6	-0.6	-5
O=C(Nc1ccc(S(=O)(=O)NCc2ccccc2)cc1)Nc1ccc2c(c1)OCO2	-2	-1	6	2	-8	x	-6
Cc1ccn(CC(=O)N2N=C(C(F)F)CC2(O)C(F)F)n1 (configuration not stated)	-3	-3	x	x	3	x	-9
Cc1ccccc1S(=O)(=O)c1c(C)cc(C)n(C)c1=O	-1	-2	x	x	-4	x	2
Cc1cc(C)c2c(n1)nn1c(C)c(CCC(=O)NCc3ccco3)c(C)nc21	14	-5	-6	2	-9	1.5	-3
COC(=O)CCc1c(C)c(C(=O)c2cc(OC)c(OC)c(OC)c2)c2ccccn12	6	-2	-4	20	-1	0.4	2
CS(=O)(=O)c1ccc(C(=O)N2CC(=O)Nc3ccccc32)cc1	-2	-1	9	7	1	-0.1	3
COc1ccc(NS(=O)(=O)c2ccc(C)c(NC(=O)CN3C(=O)NC4(CCCC4)C3=O)c2)cc1	-5	-5	3	2	-10	4.0	2
CCCNC(=O)N1CC2(CN(C(=O)CN(C)C)C2)c2c(n(C)c3cc(OC)ccc23)[C@@H]1CO	8	-2	x	x	-3	5.2	2
CC(Sc1nnc2n1CCCCC2)C(=O)Nc1cccc(S(=O)(=O)N2CCOCC2)c1 (configuration not stated)	1	-1	-1	-4	-4	x	0
CCOC(=O)C1=CCN(S(=O)(=O)c2ccc(C)cc2)C1c1ccc(Cl)c(Cl)c1 (configuration not stated)	-2	-2	0	-6	24	3.3	1
N#C/C(=C\c1ccc(Cl)cc1)C(=O)NC1CC1	3	-2	x	x	-27	x	5
CC1(C(=O)NS(=O)(=O)c2ccccc2Cl)CCN1C(=O)c1cccc(F)c1 (configuration not stated)	12	-3	-4	-3	0	0.3	-1
COc1ccc(C(=O)NC(=S)Nc2ccc(Cl)cn2)cc1OC	-2	-1	x	x	14	0.0	4
CCNC(=O)C[C@@H]1CC[C@H]2[C@@H](COc3ccc(NC(=O)c4ccc(C(F)(F)F)cc4)cc3C(=O)N2C)O1	7	2	-2	-3	-7	0.1	14
Cc1cc(C(=O)N2CCN(Cc3ccccc3)CC2)on1	0	0	4	-3	-3	1.7	4
C[C@@H]1CCCCO[C@H](CN(C)Cc2ccc(C(=O)O)cc2)[C@H](C)CN([C@@H](C)CO)C(=O)c2cc(NC(=O)Nc3cccc4ccccc34)ccc2O1	5	3	-1	x	7	0.2	6
C/C=C/c1cnc2c(c1)C(=O)N([C@@H](C)CO)C[C@H](C)[C@H](CN(C)Cc1cncnc1)O2	37*	1	3	-2	-20	0.3	8
Cc1ccc(S(=O)(=O)N2CC[C@@H]3[C@H]2c2cc(C#Cc4cccc(F)c4)ccc2N[C@@H]3CO)cc1	-3	5	1	49	-5	-0.5	3

Compound activity as filed in PubChem.
